IMP-1 inhibitor: inhibitors of Pseudomonas aeruginosa IMP-1 metallo-beta-lactamase. inhibition, % at 5.6 µM. purified IMP-1, nitrocefin hydrolysis, epi-absorbance fluorescence. 290,000 compounds, 0.45% hits;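 active means inhibition above the mean plus 3 SD of all compounds in the same screening run, cut at about 4.5% in these data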;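 further: 0% = IMP-1 with DMSO and 100% = DMSO wells lacking enzyme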
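Assay system: purified recombinant IMP-1 beta-lactamase. Input: IMP-1 0.2 nM before substrate addition. Buffer or medium: Zinc- and detergent-supplemented HEPES buffer, pH 7.1. Schedule: 25 °C, 15 min preincubation, 25 min reaction. Signal: Epi-absorbance fluorescence, 480 nm excitation, 530 nm emission. Evaluation: percent inhibition from optical density relative to buffer-blank wells.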
NALP1 inh: blocks the NALP1 inflammasome reconstituted in yeast; S. cerevisiae NALP1/ASC/caspase-1 growth, X-gal OD620, 72 h; AID 2071; inhibition, % at 10 µM; 280,000 compounds, 0.61% hits; in the data active means inhibition mostly above about 24%, no sharp cut-off; inactive means mostly below about 32%; further: some compounds called inactive have numbers as strong as hits
M18AAP inhibitor: blocks P. falciparum M18 aspartyl aminopeptidase | recombinant PfM18AAP, H-Glu-NHMec fluorogenic cleavage | inhibition, % at 7.35 µM | 290,000 compounds, 1.2% hits | AID 1822;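 active means inhibition above the campaign mean inhibition over all tested compounds plus 3 SD, cut at about 28% in these data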;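 further: 0% = plate median of test compound wells and 100% = 2 mM ZnCl2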
pCIP destab: compounds decreasing mouse p/CIP protein stability | Q05BA5 | F442A p/CIP-EGFP cells, EGFP fluorescence, 16 h | decrease of EGFP signal, % at 10 µM | 290,000 compounds, 0.01% hits | AID 1984;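 active means EGFP signal decrease of at least 30% at 10 µM or well 3 SD below plate mean, unless failing retest; inactive means the rest, including hits failing retest or dose response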; further: some compounds called inactive have numbers as strong as hits; many of its hits are not listed in these tables
GPR7 antagonist: blocks human GPR7 receptor signaling; P48145; GPR7-expressing cells, fluorescence antagonist assay; inhibition, % at 4.4 µM; 290,000 compounds, 1.1% hits; AID 1861; in the data active means inhibition above about 16%, passing the limit was not always enough;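 further: cells stimulated with the agonist NPW; 0% = agonist with vehicle and 100% = vehicle without agonist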
PHOSPHO1 block: blocks human PHOSPHO1 phosphatase activity. recombinant PHOSPHO1, absorbance phosphatase assay. 290,000 compounds, 1.1% hits. inhibition, % at 13.3 µM. Q8TCT1; in the data active means inhibition above about 60%
IDE inh: inhibitors of human insulin-degrading enzyme in cells | HEK cells, FAbetaB cleavage, fluorescence polarization | 320,000 compounds, 0.41% hits | P14735 | inhibition, % at 5.59 µM;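 active means percent inhibition above the average of all tested compounds plus 3 SD, set per screening campaign, cut at about 16% in these data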;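 further: IDE supplied by intact live HEK cells; FP after avidin binding of uncleaved biotin substrate so inhibition keeps polarization high; 0% = DMSO wells and 100% = 60 µM reference IDE inhibitor Ii1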
Target sequence (P14735 whole entry, looked up): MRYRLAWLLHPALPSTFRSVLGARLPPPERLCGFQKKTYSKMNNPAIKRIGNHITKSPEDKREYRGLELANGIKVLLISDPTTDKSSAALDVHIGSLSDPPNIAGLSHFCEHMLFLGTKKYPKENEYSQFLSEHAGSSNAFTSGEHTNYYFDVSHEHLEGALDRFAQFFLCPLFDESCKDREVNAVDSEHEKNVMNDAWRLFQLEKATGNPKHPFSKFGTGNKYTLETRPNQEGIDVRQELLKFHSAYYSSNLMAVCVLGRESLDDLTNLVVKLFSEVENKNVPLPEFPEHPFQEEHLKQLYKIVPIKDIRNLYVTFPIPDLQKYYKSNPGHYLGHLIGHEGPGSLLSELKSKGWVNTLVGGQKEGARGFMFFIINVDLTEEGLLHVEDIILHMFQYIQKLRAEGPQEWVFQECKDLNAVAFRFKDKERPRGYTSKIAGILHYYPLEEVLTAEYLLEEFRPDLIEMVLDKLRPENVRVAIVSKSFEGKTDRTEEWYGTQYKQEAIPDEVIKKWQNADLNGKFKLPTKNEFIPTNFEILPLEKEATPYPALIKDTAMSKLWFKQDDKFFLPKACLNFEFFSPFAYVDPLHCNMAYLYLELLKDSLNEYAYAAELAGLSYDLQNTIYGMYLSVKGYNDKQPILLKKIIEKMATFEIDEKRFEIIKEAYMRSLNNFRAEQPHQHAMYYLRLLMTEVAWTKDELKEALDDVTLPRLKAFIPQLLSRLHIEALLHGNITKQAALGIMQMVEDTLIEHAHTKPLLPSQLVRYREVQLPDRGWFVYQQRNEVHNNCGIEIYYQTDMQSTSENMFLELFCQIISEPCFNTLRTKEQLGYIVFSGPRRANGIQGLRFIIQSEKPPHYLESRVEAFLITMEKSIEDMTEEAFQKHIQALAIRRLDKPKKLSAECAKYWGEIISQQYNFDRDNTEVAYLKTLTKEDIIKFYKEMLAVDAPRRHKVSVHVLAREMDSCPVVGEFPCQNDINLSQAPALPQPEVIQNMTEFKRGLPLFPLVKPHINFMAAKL
VIM-2 inh: inhibitors of Pseudomonas aeruginosa VIM-2 metallo-beta-lactamase; inhibition, % at 5.6 µM; purified VIM-2, nitrocefin hydrolysis, epi-absorbance fluorescence; 290,000 compounds, 0.89% hits;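 active means inhibition above the mean of all tested compounds plus 3 SD, cutoff set per screening run, cut at about 7.5% in these data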;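 further: red hydrolysis product quenches plate fluorescence so inhibitors raise well fluorescence; 0% = enzyme with DMSO and 100% = DMSO without enzyme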
IDE act: activators of human insulin-degrading enzyme in cells. P14735. HEK cells, FAbeta-B cleavage, fluorescence polarization; 0% vehicle, 100% cell-free pure enzyme wells. activation, % at 5.96 µM. 340,000 compounds, 0.073% hits;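 active means activation above the mean of all tested compounds plus 3 SD, set per screening campaign, cut at about 17% in these data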
* = called active by the depositor; . = not tested or not shown. The order is random, and some 5.3% of all compounds hit somewhere here.

no.	IMP-1 inhibitor	Molecule	NALP1 inh	M18AAP inhibitor	pCIP destab	GPR7 antagonist	PHOSPHO1 block	IDE inh	VIM-2 inh	IDE act
1	-3.8	O=C(Nc1ccc(Cl)c(Cl)c1)c1ccncc1	59.4	-6.3	-4.0	9.5	12.5	7.5	-1.2	6.0
2	-3.5	Cc1cc(C)nc(S/C=C/C(=O)c2ccccc2F)n1	29.7	27.0	-27.7	-1.0	3.1	-3.4	-0.5	4.8
3	1.2	N#Cc1c(NC(=O)CSc2nnnn2C2CCCC2)sc2c1CCCC2	17.1	6.2	-3.4	-4.4	27.8	3.2	-2.2	4.0
4	-3.2	COc1ccc(CCNS(=O)(=O)c2ccccc2[N+](=O)[O-])cc1OC	-3.2	-5.3	-6.6	-6.3	13.0	2.5	-1.7	-1.3
5	-0.3	Clc1cccc2c1CCN(Cc1nc(-c3cnccn3)no1)C2	-11.1	-2.2	1.8	-8.2	10.5	4.3	-4.1	-5.4
6	-1.8	C=CCN(C(=O)CSc1nc2c(sc3ccccc32)c(=O)n1CCN(CC)CC)c1ccccc1	20.3	9.2	-2.0	-17.2	-6.8	0.6	-0.9	-1.0
7	4.0	O=C(CC1(O)C(=O)N(Cc2ccccc2)c2ccccc21)c1ccncc1 (configuration not stated)	0.7	20.8	-2.8	5.3	15.4	4.4	0.0	5.6
8	-2.2	CN(C)S(=O)(=O)c1ccc2c(c1)nc(CCC(=O)NCCc1ccc(Cl)cc1)n2C	9.8	-1.5	8.0	-2.8	38.1	-2.3	-1.7	2.2
9	-0.2	O=c1c2c([nH]c3ccccc13)CCCC2	0.7	-2.0	-21.9	-6.0	-4.6	0.1	-2.3	0.0
10	-3.6	O=C(CNC(=O)c1cccc(F)c1)N/N=C/c1cccs1	-8.8	5.2	-4.6	-11.4	20.3	5.3	-3.2	-1.7
11	6.1*	O=C1c2cccc(OCc3ccc(F)cc3)c2CCN1Cc1ccccc1	20.2	-7.2	5.0	16.3	16.0	1.0	-2.1	1.0
12	-3.4	CCCCOP(=O)(OCCCC)C(Nc1ccc(C(=O)OCC)cc1)c1ccncc1 (configuration not stated)	2.7	3.0	-8.6	5.6	31.6	3.9	-1.9	-1.2
13	-1.1	CC(C)CNC(=O)c1cccc(NC(=O)CSc2ccc(Cl)cc2)c1	37.2	4.0	7.8	-9.7	-14.7	-0.7	0.2	4.5
14	-2.2	COc1cnc(-c2ccccn2)nc1N(C)C	-0.9	-7.5	12.7	-0.8	12.2	-4.7	2.4	4.8
15	-1.5	CCCCc1noc2c1/C(=N\O)CC(c1ccccc1)C2 (configuration not stated)	27.6	-5.0	-7.9	41.0*	38.1	-4.7	-2.9	3.7
16	0.3	COc1ccc(C(=O)Nc2ccc(C(=O)Nc3cccnc3)cc2)cc1	9.2	1.8	3.4	-5.8	24.7	1.2	-1.4	-6.3
17	-5.4	COc1cccc(CN(C)C(=O)c2ccc3nccnc3c2)c1	-5.2	0.4	-15.7	5.5	19.7	-0.7	-2.9	-0.5
18	-1.4	O=S(=O)(/N=C(/Nc1ccccc1)c1ccccc1)c1cccs1	12.6	-9.9	-7.5	-10.5	-4.5	-7.7	-1.5	4.5
19	-2.8	N#Cc1nc(Cc2cccc3ccccc23)oc1NCCCN1CCOCC1	2.4	-0.2	7.5	-8.9	6.8	8.3	-1.8	3.2
20	-5.8	O=C(O)C1CCCN1S(=O)(=O)c1cccs1 (configuration not stated)	-2.4	-8.5	-0.5	0.1	10.8	.	-1.8	.

Continuation.
no.	IMP-1 inhibitor	Molecule	NALP1 inh	M18AAP inhibitor	pCIP destab	GPR7 antagonist	PHOSPHO1 block	IDE inh	VIM-2 inh	IDE act
21	-1.1	Cc1ccc(NC(=O)c2cccc(OCc3c(C)noc3C)c2)c(C)c1	0.2	4.6	-20.2	-12.1	-3.0	-1.0	-0.9	6.3
22	-3.8	CCOC(=O)C(C)Sc1nnc(NC(=O)c2ccc3c(c2)OCO3)s1 (configuration not stated)	7.4	5.7	-1.9	-23.7	15.0	0.4	0.3	4.7
23	-5.0	C/C(=N/NC(=O)CNC(=O)c1ccccn1)c1cccc([N+](=O)[O-])c1	5.6	15.4	-12.0	-9.0	8.0	-4.0	-2.9	1.7
24	-3.9	Cc1sc(NC(=O)CN2CCOCC2)nc1-c1ccc2c(c1)CCN2S(=O)(=O)c1ccccc1	5.1	-6.1	-21.3	6.4	39.7	-6.4	-2.7	4.8
25	-1.4	Cc1ccc(S(=O)(=O)CC(c2ccccc2)N2CCOCC2)cc1 (configuration not stated)	-5.2	-4.2	-9.6	-6.7	2.2	2.3	-3.1	4.9
26	-0.5	CCCCCCCCCCC(=O)NNC(=O)c1c(O)c2ccccc2n(CC)c1=O	-0.6	0.5	-19.9	-6.3	3.5	-3.6	-2.4	.
27	-0.1	COc1ccc(Cl)cc1Nc1nc(-c2sc(NC(=O)c3ccco3)nc2C)cs1	-3.6	11.6	-6.1	-13.8	-109.0	-1.9	-3.1	-3.0
28	-0.4	CCOC(=O)N1CCN(C(=O)CNC(=O)c2ccc(Cl)cc2)CC1	19.5	-2.9	-13.0	7.4	37.6	0.1	-0.8	5.2
29	-1.2	O=C(c1ccccc1)c1nccn1-c1ccc(Cl)nn1	5.1	-7.4	3.0	-19.5	43.0	1.6	-1.9	2.6
30	-2.9	Cc1ccccc1NC(=S)N1CCN(C(=O)c2ccco2)CC1	-15.3	0.6	0.5	-6.1	37.0	-1.8	-2.7	0.1
31	-0.3	Cc1cc(NC(=O)CSc2nc3c([nH]c4ccccc43)c(=O)n2-c2ccccc2F)no1	18.0	-9.6	13.1	-12.9	42.8	-0.4	-0.3	4.9
32	-0.2	O=C(COc1ccccc1)Nc1nnc(C23CC4CC(CC(C4)C2)C3)s1	31.1	3.9	-1.7	-11.2	6.2	0.8	-1.2	7.5
33	-5.0	CC(=O)N1c2ccccc2C(C)(c2ccccc2)CC1(C)C (configuration not stated)	-5.1	-5.2	-10.7	3.9	3.2	-1.7	-3.5	-1.0
34	0.8	Cc1ccc(NC(=O)N(Cc2cc3cc(C)cc(C)c3[nH]c2=O)CC2COCCO2)cc1 (configuration not stated)	-2.6	-1.6	9.9	5.9	15.2	4.1	0.6	4.2
35	-0.3	O=C(Nc1ccccc1N1CCCC1)c1ccc2ccccc2c1	24.6	-0.8	0.6	-11.8	19.9	-2.9	-0.4	3.4
36	4.6*	O=C(OCc1ccc(F)cc1)c1ccc2c(c1)-c1ccccc1C2=O	4.8	5.7	-11.6	-3.9	29.8	0.7	-2.1	2.7
37	-3.0	CC12CCC(C(=O)N(c3cccc(Cl)c3)C1=O)C2(C)C (configuration not stated)	26.6	-7.7	-7.3	-7.5	0.6	0.6	-5.5	-0.2
38	-4.1	CC(C)(C)OC(=O)Cn1c(=O)cnc2ccccc21	-7.3	0.1	-7.6	-11.6	4.9	4.2	-5.9	-0.1
39	0.3	CCCn1c(N)c(C(=O)NS(=O)(=O)c2ccc(C)cc2)c(=O)n(C)c1=O	-19.9	-9.7	-1.6	9.0	-15.7	-1.8	-0.3	1.4
40	-2.1	COc1cccc(CN2CCN(Cc3cc(OC)c(OC)c(OC)c3)CC2)c1OC	19.6	7.3	-3.0	3.1	-5.7	.	-2.2	8.4

Additional compounds follow.
no.	IMP-1 inhibitor	Molecule	NALP1 inh	M18AAP inhibitor	pCIP destab	GPR7 antagonist	PHOSPHO1 block	IDE inh	VIM-2 inh	IDE act
41	-1.0	COc1ccccc1N(Cc1ccccc1)S(=O)(=O)c1cc(C(=O)O)ccc1Cl	-20.3	6.8	-1.3	-1.4	2.5	0.4	0.9	-2.6
42	-2.2	O=S(=O)(Nc1ccccc1C(F)(F)F)c1ccc(-c2ccccn2)s1	2.4	3.8	2.1	-14.3	24.8	.	-2.6	2.2
43	-4.0	CCOc1ccc(NC(=O)Nc2cc(-c3ccccc3)sc2C(=O)OC)cc1	17.6	-1.7	1.4	7.9	-8.8	6.0	-2.1	-4.9
44	-2.4	CCc1ccc(N2C(=O)c3sc4nnc(C)c(=O)n4c3C2=O)cc1	10.2	-9.8	-1.4	-10.9	-8.7	-3.6	-1.9	-2.0
45	-3.1	Cc1ccsc1/C=N/n1cnnc1	9.2	2.1	-3.4	-2.1	-9.9	0.8	-2.5	1.8
46	-1.2	CCN(c1ccccc1)S(=O)(=O)c1ccc(Cl)c(NC(=O)CSc2nncn2C)c1	2.9	23.3	10.3	-11.3	-2.4	5.5	-1.5	-2.0
47	-1.0	CC[N+]1(CC(O)COC2CC(C)CC(C)(C)C2)CCOCC1 (configuration not stated)	.	-6.6	-5.6	5.2	-30.7	-4.0	-1.5	-0.1
48	-2.5	CCN(CC(=O)Nc1c(F)cccc1F)C(=O)C1(c2ccccc2)CC1	-2.6	4.8	8.0	-7.9	51.0	-0.7	-3.5	2.8
49	-2.2	O=c1[nH]c2ccccc2nc1Cc1ccc([N+](=O)[O-])cc1	12.3	15.6	-13.0	-5.2	20.0	1.2	-2.1	-1.7
50	-1.2	CCc1ccc(NC(=O)CSc2nc3ccccc3c(=O)n2CCN2CCOCC2)cc1	5.8	0.4	-6.2	-1.8	2.3	2.2	-4.9	0.7
51	-3.2	CC(=O)Oc1ccc(C)cc1-n1nc2ccccc2n1	-0.6	6.4	-28.8	-23.9	52.4	-0.2	-4.1	4.3
52	-2.1	Nc1ccccc1Nc1ccncc1[N+](=O)[O-]	-2.4	-0.1	-23.4	-4.5	7.2	4.1	-2.0	4.3
53	-4.8	O=C(Nc1cc(=O)[nH]c2nc(-c3ccccc3)nn12)c1ccc(Cl)cc1	-53.7	-3.7	8.6	-7.0	23.7	6.5	-1.5	.
54	-2.0	CCn1c(COc2ccc3c(c2)CCCC3)nnc1SCC(=O)Nc1ccc(C(=O)OC)cc1	34.2	3.7	-5.4	-2.2	8.6	-2.4	-0.4	6.2
55	-4.4	CCOc1cc(/C=N/n2cnnc2)ccc1OCC(=O)Nc1ccccc1OC	3.3	0.6	4.9	-5.4	-27.3	-0.5	6.7	10.2

Molecules above with a COOH group (two):
no.	IMP-1 inhibitor	Molecule	NALP1 inh	M18AAP inhibitor	pCIP destab	GPR7 antagonist	PHOSPHO1 block	IDE inh	VIM-2 inh	IDE act
20	-5.8	O=C(O)C1CCCN1S(=O)(=O)c1cccs1 (configuration not stated)	-2.4	-8.5	-0.5	0.1	10.8	.	-1.8	.
41	-1.0	COc1ccccc1N(Cc1ccccc1)S(=O)(=O)c1cc(C(=O)O)ccc1Cl	-20.3	6.8	-1.3	-1.4	2.5	0.4	0.9	-2.6

Assay outcomes (PubChem)
